hcGAS inh – inhibitors of human cGAS; Q8N884; recombinant h-cGAS, ATP depletion, Kinase-Glo luminescence; inhibition, % at 12.5 µM; 0.081% of 290,000 active;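 note: 0% = vehicle reaction and 100% = reaction without DNA for no activity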
Target sequence (Q8N884 whole entry, looked up): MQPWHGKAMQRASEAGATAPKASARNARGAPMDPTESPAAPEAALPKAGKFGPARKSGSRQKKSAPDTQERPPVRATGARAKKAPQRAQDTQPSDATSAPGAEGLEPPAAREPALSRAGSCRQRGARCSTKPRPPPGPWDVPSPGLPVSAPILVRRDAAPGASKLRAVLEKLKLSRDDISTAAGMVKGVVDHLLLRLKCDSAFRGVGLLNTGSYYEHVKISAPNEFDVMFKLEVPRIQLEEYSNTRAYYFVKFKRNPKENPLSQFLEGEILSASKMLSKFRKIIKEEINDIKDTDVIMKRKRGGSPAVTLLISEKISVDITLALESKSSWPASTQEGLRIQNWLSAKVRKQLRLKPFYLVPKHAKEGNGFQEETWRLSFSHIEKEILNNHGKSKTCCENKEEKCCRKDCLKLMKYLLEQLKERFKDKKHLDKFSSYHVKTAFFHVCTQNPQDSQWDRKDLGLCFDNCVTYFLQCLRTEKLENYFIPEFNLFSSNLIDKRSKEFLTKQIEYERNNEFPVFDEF
mcGAS lum – mouse cGAS inhibition by luminescence. Q8C6L5. recombinant cGAS, Kinase-Glo ATP depletion luminescence. AID 1259399. inhibition, % at 12.5 µM. 0.15% of 160,000 active;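 note: 0% = negative control wells and 100% = reference inhibitor with no enzyme activity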
NPYLR7 agonist – activates Aedes aegypti NPYLR7 receptor; HEK293T NPYLR7/Galpha15, GCaMP6s calcium fluorescence; 0.15% of 270,000 active; activation, % at 10 µM; AID 1259423; in the data active = activation above about 40%;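 note: 0% = vehicle and 100% = reference agonist at the receptor; some compounds past the cut are filed as inactive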
An asterisk follows results filed as active; . = no result given; & = joins results of further samples. Cut-off read from the data, not from the text of the source, unless noted: active = inhibition above about 40%; inactive = the rest. Compounds were not picked by outcome (roughly 0.29% active in at least one column).

Structure	NPYLR7 agonist	hcGAS inh	mcGAS lum
Cc1cc(-n2cccn2)ccc1CN1CCOC(c2ccc(F)cc2)C1 (stereo unspecified)	3.4	-9.9	-11.6
CCOC(=O)C1=C(CC)NC2=C(C(=O)CC(C)(C)C2)C1c1ccc(OC)cc1OC (stereo unspecified)	2.4	-8.1	-5.5
COC(=O)c1cc(CNC2(C(F)(F)F)CCOCC2)c(C)o1	4.3	-8.6	-14.8
COCCCN(Cc1ccc(OC)c(OC)c1)CC(C)(C)O	28.9	-4.4	-4.7
COc1ccc(NC(=O)NCCNc2cc(-n3cccn3)ncn2)cc1Cl	-11.6	4.4	0.3
CN1C(=O)C(CCC(=O)Nc2cccnc2)(Cc2ccccc2)c2ccccc21 (stereo unspecified)	5.8	-1.1	-8.9
CC(C)NC(=O)COc1coc(CN2CCc3ccccc3C2)cc1=O	16.6	1.3	1.0
CN1CCN(C(=O)C2CCN(c3ccccc3)C2=O)CC1=O (stereo unspecified)	-1.5	-6.8	-9.9
O=C(CN1C(=O)C(Oc2ccccc2)C1c1ccco1)NCCCN1CCCC1=O (stereo unspecified)	5.7	-3.5	.
Nc1ncc(Br)s1	-3.5	1.4	.
O=C(CCNC(=O)NCc1ccccc1)NCCc1c[nH]c2ccccc12	2.9	-2.8	.
CN(C)C(=O)CN1CCN(C(=O)CCC2(Cc3ccc(Cl)cc3)CCC(=O)N2)CC1 (stereo unspecified)	-3.9	-4.5	-3.2
Cc1cccc(NC(=O)CN2CCN(Cc3ccc4c(c3)CCO4)CC2)c1C	10.4	-5.3	-6.5
COc1ccc(C(=O)Nc2ccc(C3SCC(=O)N3c3ccc(C)cc3C)cc2)cc1 (stereo unspecified)	11.1	-4.7	-5.6
CN(C)CCN(CC1CCCCC1)C(=O)Nc1ccc(F)cc1F	1.0	-6.6	.
O=C(NCc1ccc2c(c1)OCO2)c1csc(CSc2nnc(Cc3ccccc3)n2-c2ccccc2)n1	7.8	-4.0	-3.8
Cc1cccc([N+](=O)[O-])c1C(=O)OCC(=O)c1ccc2c(c1)NC(=O)CO2	2.3	0.2	.
COc1cccc(-c2nc(CC(=O)N3CCc4cc(OC)c(OC)cc4C3c3ccccc3)c(C)o2)c1 (stereo unspecified)	5.4	-2.6	-6.1
C=c1occc1=C1NN=C(SC(C)C(=O)Nc2ccccc2F)O1 (stereo unspecified)	-1.6	-3.2	.
Cc1cccc(-c2noc(CN3CCC(CN4CC(C)OC(C)C4)CC3)n2)c1 (stereo unspecified)	-6.8	-8.7	.
Cc1nnc(SCCn2c(N3CCOCC3)nc3c2c(=O)[nH]c(=O)n3C)s1	0.5	-6.2	-7.8
Cc1cc(C)c(S(=O)(=O)NCCOc2cc(N3CCCC3)ncn2)cc1C	0.8	-3.3	.
Cc1ccc2c(c1)C1(SCCN1C(=O)c1ccc(Cl)cc1)C(=O)N2Cc1cccc(C#N)c1 (stereo unspecified)	17.3	-2.7	-5.9
COc1ccc(-n2c(SC(C)C(N)=O)nc3sc4c(c3c2=O)CCCS4)cc1 (stereo unspecified)	1.1	2.1	.
CCc1cccc2c(C(CC(=O)NCCc3ccc(OC)c(OC)c3)c3ccccc3Cl)c[nH]c12 (stereo unspecified)	0.4	3.6	3.3
C=CCN=C(N)NC1CC1c1ccccc1 (stereo unspecified)	-1.0	-9.8	.
COc1ccc2c(c1)CCc1c-2noc1-c1ccc(NC(=O)COc2c(F)c(F)c(F)c(F)c2F)cc1	1.0	7.4	2.2
N#Cc1cc(F)c(NCc2ccc(N3CCC(CO)CC3)nc2)c(F)c1	9.6	-1.0	.
CC(C)(C)OC(=O)N1CCc2c(sc(N)c2C#N)C1	-0.7	-1.8	-3.5
Cc1cccc(CN(CCc2c[nH]c3ccccc23)Cc2nc(C(=O)NCc3ccncc3)co2)c1	-7.6	5.3	-0.1
COc1ccc(Nc2nc(Cl)nc(Nc3ccc(OC)c(OC)c3)n2)cc1OC	7.6	-13.6	.
COc1ccc(-c2nc(CN(C)Cc3cnc(N)nc3)c(C)o2)c(C)c1C	2.7	-6.9	.
COc1ccccc1NC(=O)C1CC=CCC1C(=O)N1CCC(C#N)(c2ccccc2)CC1 (stereo unspecified)	-9.9	-6.9	-3.4
COc1ccc(C(NC(=O)C2CCN(Cc3cc(OC)cc(OC)c3)CC2)c2cccs2)cc1 (stereo unspecified)	10.2	-3.7	-1.2
Cc1ccc2c(c1)-c1ncc(C(=O)c3cc(Br)ccc3O)cc1CO2	0.6	-3.0	.
CC(=O)Nc1ccccc1SCC(=O)N1CCn2cccc2C1C (stereo unspecified)	2.3	-2.8	.
Cc1ncc2c(c1-c1noc(-c3cc(C4CC4)on3)n1)CCNC2	-5.6	-4.6	-8.0
COc1ccc(-c2nc3ccccn3c2NC(=O)CCC2CCCC2)cc1OC	-3.6	-9.2	-9.1
CN(C)c1ccc(N2C(=O)CSC2c2ccc(NC(=O)/C=C/c3ccccc3)cc2)cc1 (stereo unspecified)	7.6	-2.9	-7.1
O=C(Nc1c(-c2cccc(F)c2)nc2ccccn12)C1CCCCC1	-3.1	-6.9	-8.2
O=S(=O)(c1cccs1)N1CCCC1c1ccccn1 (stereo unspecified)	-1.2	-7.8	.
Nc1ncnc(N2CCCCCC2)c1[N+](=O)[O-]	3.9	-0.1	-4.5
Cc1ccsc1CN(C)Cn1nc(C)c2c(C)onc2c1=O	6.4	3.1	.
O=C(c1cccs1)N1CCN(CN2C(=O)NC3(CCCCCC3)C2=O)CC1	2.3	-4.4	.
COc1ccc(CNC(=O)c2cn[nH]c2NC(=O)C(C)SC)cc1 (stereo unspecified)	-6.9	3.6	.
Clc1ccc(C2CC(c3ccccc3)Nc3nnnn32)cc1 (stereo unspecified)	2.4	-10.9	.
Cc1cc2cc(C(=O)N3CCC(N4CCC(C(=O)NC(C)C)CC4)CC3)ccc2o1	6.2&3.2	-5.8&-5.5	.
CN(Cc1c(F)cccc1Cl)C(=O)Cn1c(=O)c(C#N)c2n(c1=O)CCC2	5.8	-2.7	-8.5
CCOC(=O)C1=C(C)NC(C)=C(C(=O)OCC)C1c1c(F)c(F)c(F)c(F)c1F	-0.4	5.8	-3.7
COc1cc(OC)cc(C(=O)Nc2cc(-c3ccc(OC)nn3)ccc2C)c1	0.9	-6.0	.

Remaining list, next part.
Structure	NPYLR7 agonist	hcGAS inh	mcGAS lum
COc1cccc(Cc2nsc(N3CCC(CNC(=O)c4ccc(Br)cc4)CC3)n2)c1	-0.9	-18.2	-6.8
CN(CCC#N)c1ccc(C2Nc3ccccc3C(=O)N2C)cc1 (stereo unspecified)	-0.2	-17.9	.
Cc1cccc(CN2CCCC(N3CCN(c4ccccc4)CC3)C2)n1 (stereo unspecified)	.	-2.6	-8.4
CNC(=O)NC(=O)CN1C(=O)NC2(CCCCC2)C1=O	0.6	-3.1	.
Cc1cccc(C)c1NC(=O)c1ccc(N(C)C)nc1	2.1	-21.1	.
C=CCN(CCOC)Cc1cccn1Cc1ccccc1	27.2	-4.0	-5.4
CC(=O)OCc1c(C)cc(C)c(CN(C)C(C)c2ccon2)c1C (stereo unspecified)	-6.5	-7.6	.
COc1ccc(CC2CCN(S(=O)(=O)c3cc(F)ccc3C)CC2)cc1	1.2	-5.5	-7.6
O=C(Nc1ccc2c(c1)CCO2)N(Cc1ccccc1)Cc1ccn[nH]1	4.1	-8.0	-13.2
COCc1nc(-c2ccc(CN3CCN(C(=O)c4ncc[nH]4)CC3)cc2)no1	7.5	-8.3	-10.0
O=S(=O)(CCC1CCCO1)N1CCCC(N2CCCCCC2)C1 (stereo unspecified)	-2.0	-7.7	-9.7
Cc1ccsc1[C@@H]1CCN(Cc2cccc3[nH]ccc23)C[C@H]1O	11.7	-4.1	.
CN(Cc1ccsc1)C(=O)c1cc(COc2cccc3cccnc23)on1	-5.2	-5.2	-2.8
COC(C)c1cccc(-c2cc(C(=O)O)cc(S(=O)(=O)NC(C)C)c2)c1 (stereo unspecified)	3.2	-8.2	.
CCn1c(SCC(=O)Nc2ccc(C)cc2C)nc2c(c1=O)SC(C)C2 (stereo unspecified)	-6.6	-4.5	.
O=[N+]([O-])c1ccc(Cl)c(S(=O)(=O)Nc2ccc(SC(F)F)cc2)c1	-13.6	-6.2	.
O=S(=O)(NCc1ccccc1)NCC1(c2cccc(F)c2)CCOCC1	5.4	-0.1	.
CC(=O)Nc1ccc(F)c(NC(=O)CCn2nc(-c3cccs3)oc2=O)c1	13.6	-12.0	.
CC(C)CNc1sc(S(C)(=O)=O)nc1S(=O)(=O)c1ccc(Cl)cc1	6.7	-5.7	-3.7
COc1ccc(OC)c(C2CCCN2C(=O)c2cc(C)nc3c2c(C)nn3C)c1 (stereo unspecified)	0.9	1.5	.
COCCNC(=O)C12CC3CC(C1)CC(C(=O)NCCOC)(C3)C2	4.8	-9.3	.
CCc1nc(SCC(=O)Nc2ccc(N3CCCCCC3)cc2)n[nH]1	-0.5	-6.0	.
O=C(Nc1nc(-c2ccc(Br)cc2)cs1)c1ccc(F)c(F)c1	-5.3	-4.3	-7.7
CC(C)C(NC(=O)c1ccccc1C(F)(F)F)C1=CCCN(C)C1 (stereo unspecified)	.	-8.3	-13.0
Cc1ccc(-n2c(SCC(N)=O)nnc2N2CCCCC2)cc1	-5.0	-3.8	-6.0

Among those listed so far, four contain bromine:
Structure	NPYLR7 agonist	hcGAS inh	mcGAS lum
Nc1ncc(Br)s1	-3.5	1.4	.
Cc1ccc2c(c1)-c1ncc(C(=O)c3cc(Br)ccc3O)cc1CO2	0.6	-3.0	.
COc1cccc(Cc2nsc(N3CCC(CNC(=O)c4ccc(Br)cc4)CC3)n2)c1	-0.9	-18.2	-6.8
O=C(Nc1nc(-c2ccc(Br)cc2)cs1)c1ccc(F)c(F)c1	-5.3	-4.3	-7.7

Complete entries, looked up by structure. Values in the order: NPYLR7 agonist | hcGAS inh | mcGAS lum
Cc1cccc(C)c1NC(=O)c1ccc(N(C)C)nc1 in the list: 2.1 | -21.1 | .
O=S(=O)(CCC1CCCO1)N1CCCC(N2CCCCCC2)C1 (stereo unspecified) in the list: -2.0 | -7.7 | -9.7
COC(C)c1cccc(-c2cc(C(=O)O)cc(S(=O)(=O)NC(C)C)c2)c1 (stereo unspecified) in the list: 3.2 | -8.2 | .
COCc1nc(-c2ccc(CN3CCN(C(=O)c4ncc[nH]4)CC3)cc2)no1 in the list: 7.5 | -8.3 | -10.0
Cc1ccc(-n2c(SCC(N)=O)nnc2N2CCCCC2)cc1 in the list: -5.0 | -3.8 | -6.0

(listing goes on)
Structure	NPYLR7 agonist	hcGAS inh	mcGAS lum
CN1C(=O)CN(C2CCCCC2)C1=O	-1.0	-3.0	.
COc1cc2c(cc1OC)C(c1ccccc1Cl)N(C(=O)Cc1cccs1)CC2 (stereo unspecified)	1.1	-2.2	-6.1
C=c1ccccc1=c1[nH]/c(=C/c2ccccc2OCC)c(=O)o1	-1.7	-5.9	.
CN(C)c1cccc(C(=O)N2CCN(C)c3nc4ccccc4nc32)c1	14.2	-5.6	-14.7
CCNC(=O)C1(C)CCN1C/C=C/c1ccccc1 (stereo unspecified)	3.5	-9.3	.
C=CCN(CC(=O)N1CCc2sccc2C1COc1ccc(C)cc1C)S(=O)(=O)c1ccc(C)cc1 (stereo unspecified)	-2.4	-5.7	-6.4
CN(Cc1ccc2nccnc2c1)Cc1c(C(=O)N(C)Cc2ccccc2)nc2ccccn12	4.8	-6.4	.
OC(c1ccccc1)c1nc2ccc(Cl)cc2[nH]1 (stereo unspecified)	5.7	-5.0	.
CC(C)C1CN(C(=O)c2ccccn2)CCCN1CC1CC1 (stereo unspecified)	8.7	-6.8	-14.6
Cc1ccc(C)n1-n1c(C)nc2scc(-c3cccs3)c2c1=O	-1.5	-6.1	.
O=C(Nc1ccc(F)cc1F)c1cccc(CN2[C@@H]3CC[C@H]2CC(O)C3)c1 (stereo partly specified)	-4.3	-6.8	.
CCN(Cc1cc(Cl)ccc1OC)C(=O)CN1CCOCC1	11.1	-8.8	-17.0
CC1ON=C(c2ccco2)N(C)C1=O (stereo unspecified)	4.6	-1.8	.
CCOc1cc(C2NC(=S)NC(C)=C2C(=O)OC)ccc1OCC(=O)N(C)C (stereo unspecified)	2.1	-6.8	-8.5
CCCOCCCNC(=O)c1cncn1-c1ccc(-c2ccccc2C)cc1	-9.2	-2.8	-5.1
CC(C(=O)O)N1C(=O)/C(=C/c2cccnc2)SC1=S (stereo unspecified)	-0.9	-2.0	-4.2
CCN(Cc1ccccc1)c1nc(-c2cc3ccccc3o2)nc2ccccc12	-0.7	0.3	-5.1
COC(=O)c1ccc(-c2noc(CN(C)Cc3cc4ccccc4s3)n2)cc1	9.0	-6.7	-15.7

Assay outcomes (PubChem BioAssay)
